influenza NS1A: H1N1 influenza NS1A inhibitors, functional cell based assay (AID 504329). NS1A functional cell-based assay, percent inhibition; higher % means a stronger effect. inhibition, % at 12.5 µM, or IC50 in µM where a hit was titrated. hit rate 0.3% among 340,000; in the data active = a potency from the dose series; inconclusive = inhibition above about 27% without an active follow-up result; note: strong numbers were not always called active
inhibitors of VEEV: inhibitors of VEEV TC-83 cytopathic effect, confirmation, Vero cells (AID 588727); Vero cells, VEEV TC-83 cytopathic effect inhibition; higher % means a stronger effect; hit rate 0.13% among 350,000; one-dose inhibition, % at 20 µM; IC50 in µM for titrated hits; in the data active = a potency from the dose series; inconclusive = inhibition mostly from about 14% at the one dose, without a potency; inactive = the rest, 99 in 100 with inhibition below about 12%; note: strong numbers were not always called active
PhoP GFP inhibition: Inhibition of PhoP regulon, Salmonella typhi GFP reporter cells, confirmation, 4 h (AID 1850); inhibition, % at 50 µM; hits with a dose series show IC50 in µM; Salmonella Typhi PhoP-promoter GFP reporter, fluorescence, 4 h; higher % means a stronger effect; hit rate 0.33% among 310,000; in the data active = a potency from the dose series; inconclusive = inhibition mostly from about 25% at the one dose, without a potency; inactive = the rest, 99 in 100 with inhibition below about 19%;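 note: 0% = induced wells with vehicle and 100% = uninduced wells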
M. tuberculosis HTS: M. tuberculosis growth inhibition, HTS (AID 449762) | hit rate 0.59% among 330,000 | inhibition, % at 25 µM; hits with a dose series show IC50 in µM | M. tuberculosis H37Rv growth inhibition, 7H9 media; higher % means a stronger effect; in the data active = a potency from the dose series; inconclusive = inhibition above about 70% without an active follow-up result;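 note: bacterial growth assessed after seven days of incubation; strong numbers were not always called active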
tuberculosis growth: growth inhibition of non-replicating M. tuberculosis (AID 488890). inhibition, % at 25 µM, or IC50 in µM where a hit was titrated. Mycobacterium tuberculosis non-replicating, growth inhibition; higher % means a stronger effect. hit rate 0.39% among 320,000; in the data active = a potency from the dose series; inconclusive = inhibition mostly from about 82% at the one dose, without a potency; inactive = the rest, 99 in 100 with inhibition below about 76%;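 note: plate controls were DMSO cells for no effect and high antibiotic wells for full effect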
inhibitors of VEEV 10K pilot screen: second read-out of inhibitors of VEEV, no call of its own (marks repeat the call); inhibition, %; measured here: 10K pilot screen inhibition
The depositor's hits bear a star; i = inactive; ? = inconclusive; nt = not tested or not shown.

SMILES | influenza NS1A | inhibitors of VEEV | PhoP GFP inhibition | M. tuberculosis HTS | tuberculosis growth | others
OCC1(Cc2ccc(F)cc2)CCCN(CCCC(F)(F)F)C1 (stereo not drawn) | -17.9% | 0.3% | -4.9% | -0.3% | nt
O=C(Nc1scc(-c2ccccc2)c1C(=O)O)c1ccc(F)cc1 | -0.6% | 0.1% | -7.5% | 21.4% | 62.8%
O=C(Cn1cc([N+](=O)[O-])cn1)NCc1ccccc1Cl | -21.8% | 0.1% | -0.7% | -7.9% | -1.8%
Cc1csc(NC(=O)CSc2nc(C(C)C)nc3ccccc23)n1 | -3.0% | 5.6% | 4.8% | 8.5% | 50.4%
COc1ccc(NC(=O)CS(=O)(=O)c2cccc(Cl)c2)cc1 | -2.2% | 0.7% | -6.1% | 24.9% | 67.8%
CCOC(=O)c1cccc(NC(=O)N[C@@H](C)C(=O)OC)c1 | -5.6% | i | 5.6% | 0.4% | -5.0%
N#C/C(=C(/O)c1ccc([N+](=O)[O-])o1)c1nc2ccccc2[nH]1 | -6.8% | 1.4% | -9.1% | 62.5% | 55.5%
COc1cccc2cc(-c3nc(-c4cccs4)cs3)c(=O)oc12 | 7.9% | 0.1% | -4.2% | -13.7% | -5.4%
COc1ccc2c(c1)c(C(=O)CN1CCC3(CC1)OCCO3)c(C)n2C | -0.6% | i | -1.7% | 4.9% | -7.4%
CCCCn1c(N)c(N(CC(C)C)C(=O)c2cc(-c3ccc(F)cc3)nc3ccccc23)c(=O)[nH]c1=O | -7.6% | 10.6% | -7.5% | 5.0% | 23.4%
COC(=O)CCS(=O)(=O)c1cc(Cl)ccc1Cl | -17.9% | i | 8.6% | -14.0% | -4.9%
O=C(COc1ccc2c(c1)CCC2)NCc1cccc(Cl)c1 | 0.6% | 2.0% | -4.4% | 2.5% | 23.7%
COc1ccc(CNC(=O)c2c(N)n(CCCN3CCOCC3)c3nc4ccccc4nc23)cc1 | -52.2% | i | 5.1% | 94µM* | 40.2%
O=c1[nH]c2c(c(=O)n1Cc1ccccc1)CCC2 | -5.8% | 3.2% | 14.5% | -4.1% | 5.9%
CC(=O)c1ccc(NC(=O)CN2CCC(NC(=O)C3CCCCC3)CC2)cc1 | -1.4% | i | -2.5% | -6.7% | -2.8%

Four entries from above, ordered by SMILES length, largest number first.
SMILES | influenza NS1A | inhibitors of VEEV | PhoP GFP inhibition | M. tuberculosis HTS | tuberculosis growth | others
CC(=O)c1ccc(NC(=O)CN2CCC(NC(=O)C3CCCCC3)CC2)cc1 | -1.4% | i | -2.5% | -6.7% | -2.8%
COc1ccc(NC(=O)CS(=O)(=O)c2cccc(Cl)c2)cc1 | -2.2% | 0.7% | -6.1% | 24.9% | 67.8%
OCC1(Cc2ccc(F)cc2)CCCN(CCCC(F)(F)F)C1 (stereo not drawn) | -17.9% | 0.3% | -4.9% | -0.3% | nt
COC(=O)CCS(=O)(=O)c1cc(Cl)ccc1Cl | -17.9% | i | 8.6% | -14.0% | -4.9%

Continued:
SMILES | influenza NS1A | inhibitors of VEEV | PhoP GFP inhibition | M. tuberculosis HTS | tuberculosis growth | others
CCOc1ccc(C(=O)NCC(=O)OCC(=O)NC2CCCC2)cc1 | -8.8% | 0.6% | 2.0% | -8.6% | -9.8%
CC(=O)OCC(=O)Nc1ccccc1OC(F)F | 1.1% | 0.9% | 6.1% | 5.8% | -6.4%
O=C(Nc1ccccc1)C1=C[C@H](c2coc3ccccc3c2=O)C[C@H](OCc2ccc(CO)cc2)O1 | -4.0% | 7.8% | 1.6% | 1.8% | 16.3%
CCOc1ccccc1NC(=O)NNS(=O)(=O)c1ccc([N+](=O)[O-])cc1 | -1.7% | 1.2% | -4.5% | -7.0% | -6.5%
CCCc1nn(C)c2c(=O)[nH]c(-c3cc(S(=O)(=O)N(CCO)CCO)ccc3OCC)nc12 | 21.4% | 0.6% | -8.2% | -2.1% | -1.7%
CN(C)c1ccc([N+](=O)[O-])cc1C(=O)NCC(c1ccco1)N(C)C (stereo not drawn) | -6.0% | 0.8% | 12.4% | 1.1% | 7.2%
COc1ccc(CCN(C(=O)C(F)(F)F)C(C(=O)NC2CCCCC2)c2ccc(C)s2)cc1 (stereo not drawn) | 0.5% | i | -6.6% | -6.2% | 5.0%
Cn1cnnc1SCC(=O)Nc1c(F)cc(F)cc1Br | 18.5% | 3.0% | 6.3% | -2.9% | -15.0% | inhibitors of VEEV 10K pilot screen=0.0
Cn1c(NC(=O)/C=C/c2c(F)cccc2Cl)cc(=O)n(C)c1=O | nt | 1.1% | 1.4% | -9.7% | -5.7%
O=C(Cn1nc(-c2ccccc2)ccc1=O)Nc1cccc(NC(=O)c2ccccn2)c1 | nt | nt | 13.1% | -3.7% | -5.7%
Cc1cc(C)c(S(=O)(=O)N2CCN(C(=O)CCOc3ccccc3C)CC2)c(C)c1 | -11.0% | 0.8% | nt | -2.5% | 6.3%
CCCS(=O)(=O)N1CCCC(C(=O)NCCN(Cc2ccccc2)C(C)C)C1 (stereo not drawn) | 16.8% | 0.2% | 11.4% | 2.7% | -10.9%
Cc1nn(-c2ccccc2)nc1C(=O)OCC(=O)N1CCC(C)CC1 | -8.3% | 0.5% | nt | ? | 75.5%
COc1ccc(C(=O)OC2CCCCC2CN(C)C)cc1 (stereo not drawn) | 20.5% | 0.6% | -0.8% | 2.2% | -6.0%
O=C(NC(=O)N1CCCCCC1)c1ccc(Cl)cc1 | -3.4% | 1.6% | -7.3% | -11.3% | 16.5%
CNC(=O)CNC(=O)Nc1ccc(Cl)c(Cl)c1 | 3.7% | 0.1% | 1.5% | -13.0% | -5.0%
CCN=C1SC(CC(=O)NCC)C(=O)N1CC (stereo not drawn) | 10.9% | 0.6% | -6.8% | -3.2% | 15.9%
Cc1[nH]c2ccc(OC(F)(F)F)cc2c1CCNCc1cccc([N+](=O)[O-])c1 | 7.7% | i | 6.4% | 62.9% | nt
O=C(c1cccc(S(=O)(=O)Nc2ccccc2Cl)c1)N1CCC1 | 0.6% | 1.9% | 6.0% | -3.0% | -2.3%
O=C(CS(=O)CC(=O)Nc1ccc(Cl)cc1)NCC1OCCc2ccccc21 (stereo not drawn) | -6.5% | 1.7% | nt | nt | nt
Cn1c(SCC(=O)N2CCOCC2)nnc1-c1ccco1 | 7.2% | 1.9% | 16.6% | 1.8% | -20.7%
Nc1nc(Nc2cccc(F)c2)nc(N2CCOCC2)c1[N+](=O)[O-] | 2.3% | 6.6% | -23.5% | 7.0% | 21.0%
CCOC(=O)CC(=O)CSc1nc(C)cc(-c2cccnc2)c1C#N | 0.3% | i | -2.6% | -0.1% | 68.1%
CCOc1ccc(C2C3=C(CCCC3=O)N(CC(=O)O)C3=C2C(=O)CCC3)cc1 | 1.3% | i | 0.4% | 4.4% | 0.1%
c1ccc(Cc2cc[n+](Cc3ccccc3)cc2)cc1 | -6.8% | 1.2% | 2.0% | -3.4% | 5.9%
Nc1ncnc2c1ncn2CCN1CCCCC1 | 4.8% | 1.6% | 9.8% | 0.6% | -10.1%
Cc1cccc(CC2S/C(=N/c3ccccn3)NC2=O)c1 (stereo not drawn) | -16.0% | 7.3% | 4.9% | ? | ?
O=C(Cc1cccs1)Nc1ccc(-c2nnc(-c3ccccc3)o2)cc1 | -1.5% | 0.4% | -0.3% | 11.9% | 0.4%
CCOC(=O)CC(NC(=O)c1ccccc1)c1ccc(OC)cc1 (stereo not drawn) | -3.4% | 1.4% | -2.8% | -4.4% | -18.7%
COc1ccc(NC(=O)CS(=O)(=O)c2cn(CC(=O)N3CCOCC3)c3ccccc23)cc1OC | 0.9% | 1.3% | -7.3% | -16.0% | -10.4%
CN(CC(=O)NC1CCCC1)S(=O)(=O)c1cnc[nH]1 | -3.1% | 0.0% | 6.6% | -2.8% | -0.9%
COc1ccccc1C(=O)COC(=O)c1cccc(S(=O)(=O)N2CCCC2)c1 | -4.5% | 9.7% | -6.5% | -8.6% | 29.4%
Cc1cc(N2CCN(c3ccc(F)cc3)CC2)nc(-c2ccccc2)n1 | -4.6% | 3.0% | 1.8% | 7.7% | 18.5%
CC(=O)/C(N=Nc1ccc(C(=O)O)cc1)=C(\C)O | 4.8% | 0.5% | -1.7% | -7.8% | -4.9%
COc1ccc(/C=N/NC(=O)c2c(Br)cnn2C)c2ccccc12 | -16.5% | 2.2% | -1.5% | 1.7% | nt
CCc1c(O)nc2ccccn2c1=O | -5.8% | 0.7% | -3.4% | -1.0% | 9.5%
C=CCc1ccc(OCC(O)COc2ccc(CC=C)cc2OC)c(OC)c1 | 4.6% | 0.9% | 6.4% | -5.0% | 8.6%
O=C(CN1CCCCC1)Nc1cccc(Oc2ccccc2)c1 | 4.1% | 5.3% | 11.1% | 7.0% | 20.9%
CCCCC(=O)NC(=S)Nc1ccc(Cl)c(C(=O)O)c1 | -2.3% | 1.5% | 5.5% | 2.2% | -2.4%
CCOC(=O)c1ccc(NC(=O)CSc2ccc(-c3cccnc3)nn2)cc1 | 7.2% | 0.5% | 16.7% | >100µM* | 72.8%
Fc1ccccc1Nc1nc2ccccc2o1 | 21.0% | i | 4.9% | 4.4% | 8.1%
Cc1cccc(NC(=O)CN2CCN(C(=O)C3CCCO3)CC2)c1C (stereo not drawn) | -8.8% | 2.0% | -0.4% | -7.1% | -9.3%
CCCCc1ccc(NC(=O)N2CCNC(=O)C2CC(=O)Nc2ccsc2C(=O)OC)cc1 (stereo not drawn) | -6.3% | 2.7% | 4.6% | 7.5% | 52.7%
CC(=O)Nc1ccc(OCC[n+]2cccc(C(N)=O)c2)cc1 | nt | 0.2% | 3.0% | -0.6% | -6.1%
CN1CCN(c2ccc(C(=O)c3ccc(Br)cc3)cc2[N+](=O)[O-])CC1 | 15.7% | i | 10.2% | 10.0% | 77.8%
Cc1ccc(OCCOCCn2cnc3ccccc3c2=O)cc1C | nt | nt | 1.5% | -6.0% | 6.7%
COc1ccccc1NS(=O)(=O)c1cc(-c2cnc(C3CC3)o2)ccc1C | -6.8% | 4.1% | -15.3% | 0.7% | 10.1%
Cc1cc(C(=O)NC2CCCN(Cc3ccc(Cl)cc3)C2)n(C)n1 (stereo not drawn) | 4.4% | i | -1.8% | 6.0% | 11.8%
CCC(=O)Nc1cccc(-c2nc3ccc(C)cc3o2)c1 | -6.3% | 5.0% | -1.1% | 8.9% | 3.9%
Cc1ccc(C(=O)N/C(=C\c2ccco2)C(=O)NCCc2c[nH]c3ccccc23)cc1 | 3.7% | 1.5% | -3.0% | -2.0% | 7.9%
COc1ccc(/C=N/Nc2nc(C)c([N+](=O)[O-])c(N(C)c3ccccc3)n2)cc1OC | -15.4% | 1.8% | -5.8% | -3.7% | -9.9%
CCC(C)NC(=O)CN(c1cc(C)ccc1OC)S(C)(=O)=O (stereo not drawn) | 4.5% | 0.2% | -9.1% | -6.4% | 10.2%
O=C(N/C(=C\c1ccccc1)C(=O)N1CCN(CCO)CC1)c1ccccc1 | -1.6% | 0.8% | -6.7% | -7.7% | -7.5%
CCN1CCSc2ccc(C(=O)NCc3ccccc3C)cc21 | 10.9% | 7.8% | -2.3% | -0.4% | -20.0%
c1ccc(-c2noc(C3CCC3)n2)nc1 | nt | i | -0.8% | -9.2% | -1.0%
COc1ccc(NC(=O)CSc2nc(N)c(NC(=O)c3ccccc3F)c(=O)[nH]2)cc1 | 15.9% | 1.1% | -2.9% | 2.2% | 21.1%
O=C(O)c1cc(-c2cccs2)nn1-c1ccc(F)cc1 | -13.8% | 0.8% | -4.2% | -3.5% | 5.0%
O=C(Nc1cccc(C(=O)N2CCCC2)c1)C1CCC1 | -12.2% | i | nt | nt | nt
COc1ccc(OCCOc2ccc(C)nc2[N+](=O)[O-])cc1 | -0.1% | i | -3.5% | -2.8% | 28.0%
C/C(=N/OCc1ccc(Br)cc1)c1ccccn1 | -5.5% | i | -7.1% | 8.4% | 78.3%
Cc1ccc(CN2C(=O)C(C)(C)Oc3ccc(C(=O)N4CCCCC4)cc32)cc1 | -1.9% | i | 9.7% | 8.0% | 15.8%
CCN(CC)c1ccc2cc(NC(=O)CCC(=O)O)c(=O)oc2c1 | -3.0% | 1.1% | -16.6% | 8.3% | 3.0%
CCCCNC(=O)O[C@H]1C[C@@H]2CCN3C(=O)CCC(C)(C)[C@H](C1)[C@H]23 | -2.6% | 0.7% | 6.0% | 0.4% | 2.4% | inhibitors of VEEV 10K pilot screen=2.0

Source: PubChem BioAssay (Southern Research Specialized Biocontainment Screening Center)
